Screening results as filed in PubChem.
Ecoli viability – counter-screen for AddAB inhibitors: E. coli growth inhibition | 0.27% of 330,000 active | E. coli V3065 growth, OD600 absorbance, 18 h | inhibition, % at 11.9 µM;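 active = inhibition above the campaign's mean inhibition across all tested compounds plus 3 SD, cut at about 9.9% in these data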;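 also: uninfected addAB+ strain grown without phage in ampicillin broth; 0% = DMSO wells and 100% = ciprofloxacin 0.95 µg/ml wells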
SR-BI DiI-HDL act – enhances SR-BI lipid uptake from DiI-HDL | CHO ldlA[mSR-BI] cells, DiI-HDL uptake fluorescence, 3 h; 100 = double the neutral-control signal | activation, % at 12.5 µM | 0.096% of 320,000 active;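 active = mean replicate activation of at least 60% and every replicate at or above 60%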;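 also: 0% = median plate neutral-control signal and 100% = twice that signal; values of inactives mirror those of a sister screen read the other way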
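System: CHO ldlA[mSR-BI] cells / Medium: HEPES-buffered (25 mM, pH 7.4) F12 plus 0.5% BSA / Probe or stimulus: labelled HDL, 10 µg/mL / Doses: single compound concentration, delivered by pin transfer / Schedule: 3 h, 37 °C / Measured by: DiI fluorescence, bottom read / Measure: cell-associated DiI fluorescence as measure of HDL uptake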
phage Ecoli inh – E. coli growth loss with phage present | growth absorbance | inhibition, % at 11.9 µM | 0.26% of 360,000 active; in the data active = inhibition above about 11%
Wnt act – activators of Wnt/beta-catenin signaling. Wnt/beta-catenin reporter cell assay, activator, plate reader. activation, % at 9.35 µM. 1.2% of 300,000 active; in the data active = activation above about 30%, passing the limit was not always enough;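 also: 0% = neutral control wells and 100% = positive control wells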
SR-BI DiI inh – inhibitors of mouse SR-BI mediated HDL lipid uptake; Q61009; ldlA[mSR-BI] CHO cells, DiI-HDL uptake fluorescence, 3 h; AID 488896; 0.96% of 320,000 active; inhibition, % at 12.5 µM;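 active = mean replicate inhibition of at least 70% and a set share of replicates each scoring 70 or more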;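 also: 0% = median of neutral control wells and 100% = median of positive control wells; values of inactives mirror those of a sister screen read the other way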
Target sequence (Q61009 whole entry, looked up): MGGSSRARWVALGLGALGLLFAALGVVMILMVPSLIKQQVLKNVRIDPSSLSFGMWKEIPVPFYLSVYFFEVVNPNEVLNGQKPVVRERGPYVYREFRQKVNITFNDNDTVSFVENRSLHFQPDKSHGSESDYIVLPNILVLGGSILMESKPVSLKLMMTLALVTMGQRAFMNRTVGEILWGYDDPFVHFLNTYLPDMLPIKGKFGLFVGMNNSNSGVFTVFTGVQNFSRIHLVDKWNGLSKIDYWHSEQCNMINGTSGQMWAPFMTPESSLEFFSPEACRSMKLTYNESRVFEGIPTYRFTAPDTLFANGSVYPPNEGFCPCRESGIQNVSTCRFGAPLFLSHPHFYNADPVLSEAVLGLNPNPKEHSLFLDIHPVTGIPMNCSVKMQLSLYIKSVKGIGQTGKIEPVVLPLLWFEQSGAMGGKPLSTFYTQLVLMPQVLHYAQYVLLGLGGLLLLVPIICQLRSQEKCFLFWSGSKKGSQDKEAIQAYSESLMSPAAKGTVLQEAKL
CAL PDZ FP-1 – blocks peptide binding to human CAL PDZ domain; purified CAL PDZ, TMR-peptide fluorescence polarization, 1 h; 0.02% of 330,000 active; inhibition, % at 20 µM; Q9HD26; AID 504414;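 active = highest replicate inhibition of at least 40%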;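 also: plate controls were DMSO neutral control wells for no effect and unlabeled competitor peptide control wells for full effect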
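material = purified tagged CAL PDZ domain construct (CerCALP) | compound dosing = 20 µM, one dose | times = 1 h at RT | measured by = fluorescence polarization from S- and P-plane intensities, G-factor corrected | read-out = inhibition from polarization loss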
Tat export inh – inhibitors of E. coli Tat protein transport; inhibition, % at 10 µM; 0.036% of 340,000 active; AID 488895; E. coli MC4100 TorA-mCherry Tat export, fluorescence;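 active = mean replicate inhibition at least 50% and at least half of replicates individually reaching 50%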;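 also: exported cargo escapes ClpAP degradation while cytoplasmic cargo is degraded and loses fluorescence; 0% = median of neutral control wells and 100% = median of NaSCN control wells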
AddAB inh – less growth of phage-infected E. coli with AddAB. inhibition, % at 11.9 µM. E. coli expressing H. pylori AddAB, absorbance growth. 0.29% of 330,000 active. AID 435030; in the data active = inhibition above about 12%;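 also: 0% = vehicle wells of infected cells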
MITF TRPM1 HTS – activators of MITF-driven TRPM1 promoter activity in SK-MEL-5 cells | SK-MEL-5 TRPM1-promoter luciferase, 24 h; % of positive control, neutral wells = 0 | activation, % at 12.5 µM | 0.75% of 300,000 active;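 active = mean activation of at least 80% with every replicate also reaching 80%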;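 also: 0% = neutral control wells and 100% = parthenolide positive control wells; values of inactives mirror those of a sister screen read the other way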
CAL PDZ FP-2 – CAL PDZ (human) peptide binding inhibition | Q9HD26 | purified CAL PDZ, TMR-peptide fluorescence polarization, 1 h | inhibition, % at 24.9 µM | 0.92% of 300,000 active | AID 602252;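 active = mean inhibition of at least 30% with at least half of replicates also reaching 30%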;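 also: 0% = DMSO neutral control and 100% = excess unlabeled competitor peptide PRC23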
* marks the source's active call; other numbers are inactive results; nt = no result given.

Every second line gives: Ecoli viability	SR-BI DiI-HDL act	phage Ecoli inh	Wnt act	SR-BI DiI inh	CAL PDZ FP-1	Tat export inh	AddAB inh	MITF TRPM1 HTS	CAL PDZ FP-2
- CCCCn1c(N)c(N(CC(C)C)C(=O)CCNC(=O)c2ccc(Br)cc2)c(=O)[nH]c1=O
    0.2	19.3	-0.2	-3.2	-19.3	-1.5	2.3	2.6	-2.6	-4.7
- CCC(=O)N1CCN(c2ccc(NC(=S)NC(=O)c3cccc([N+](=O)[O-])c3)cc2)CC1
    -2.9	nt	2.9	nt	53.0	-0.7	-9.1	-0.1	4.1	-2.7
- Cc1oc(-c2cccc(Cl)c2)nc1CSCC(=O)O
    0.2	5.3	1.3	-3.1	-5.3	0.1	1.0	-1.7	-23.3	nt
- CCOc1ccc(Oc2ccccc2NC(=O)CN2C(=O)NC3(CCCC3)C2=O)cc1
    0.7	-59.1	2.1	-0.9	59.1	-1.8	-0.4	0.2	-3.7	-1.0
- CCOc1ccc(S(=O)(=O)Nc2cccc(C(=O)NCCCn3ccnc3)c2)cc1
    -0.2	19.3	2.4	-3.6	-19.3	-0.1	-15.1	-0.3	3.0	nt
- CC(=O)c1cccc(NC(=O)CN2CCN(S(=O)(=O)/C=C/c3ccccc3)CC2)c1
    -3.8	-7.5	0.5	-1.7	7.5	-0.2	-5.2	1.9	-10.3	nt
- CCOC(=O)CN1C(=O)c2ccccc2Sc2ncccc21
    0.5	32.9	-0.9	2.7	-32.9	0.6	-5.1	-0.5	9.7	-1.0
- Cc1ccc(-n2nc3c(=O)n(CC(=O)NCCc4cccs4)nc(C)c3c2C)cc1
    -1.3	-11.4	3.2	-0.1	11.4	0.0	1.3	1.1	-27.3	5.8
- Cc1cc(C)nc(NN2C(=O)C=CC2=O)n1
    1.6	nt	nt	nt	nt	-0.9	-10.1	4.0	2.2	3.2
- CC(=O)c1sc(NC(=O)c2c(F)cccc2F)nc1-c1ccccc1
    0.0	19.5	4.7	21.4	-19.5	-4.8	2.9	5.5	-0.8	-5.8
- Cc1c(C(=O)Nc2ccccc2)cnn1-c1ccccc1
    3.7	0.3	2.5	63.0*	-0.3	-0.8	-13.9	1.6	72.5	-4.0
- CC(C)c1ccc(OCC(=O)NNC(=S)NC(=O)C2CC2)cc1
    -8.5	-0.4	-7.4	-1.0	0.4	-2.4	-20.7	-2.0	-4.3	-0.3
- COc1ccc(NS(=O)(=O)c2cccc(C(=O)N/N=C(\C)c3ccncc3)c2)cc1
    -0.9	5.9	2.0	-1.8	-5.9	-0.7	-0.9	-0.2	4.2	-2.2
- CC1(C(=O)NC2CCCC2)CCC(=O)N1Cc1cccs1 (centres undefined)
    0.6	nt	1.7	-1.0	nt	-0.7	9.4	1.6	0.7	-3.6
- CCOC(=O)c1sc(NC(=O)CSc2ncccn2)nc1C
    -1.3	6.3	1.0	5.6	-6.3	-1.3	0.9	-1.9	12.9	nt
- CCCCNC(=S)N/N=C/c1cccc(OCC)c1O
    1.2	-2.9	0.9	22.8	2.9	-2.2	-16.7	0.5	29.3	0.6
- COc1ccccc1CNS(=O)(=O)c1c(C)[nH]c(C)c1C(=O)N1CCCCC1
    1.0	20.1	2.4	-2.2	-20.1	-3.0	-2.6	4.2	-11.9	-1.2
- CC(=O)NC1=NN(C(C)=O)C(c2ccc(C(C)C)cc2)S1 (centres undefined)
    -1.3	20.1	3.4	13.5	-20.1	-0.2	-1.0	-0.2	7.6	-3.2
- O=C(NCCN1CCN(c2ccccc2)CC1)c1cccc(Cl)c1
    -0.8	-9.2	2.0	-0.4	9.2	-4.1	12.0	-0.8	-5.9	-1.7
- Cc1ccc(NC(=O)CN2C(=O)NC3(CCCC3)C2=O)c(Cl)c1
    -1.8	24.9	0.2	-0.5	-24.9	-1.6	-9.7	1.8	11.5	0.0
- CCCNS(=O)(=O)c1ccc(OCC(=O)NCCC2=CCCCC2)cc1
    -1.7	-0.1	-1.8	-2.8	0.1	-0.3	-5.7	-0.4	-2.2	0.6
- O=C1CC(c2c(F)cccc2Cl)C2=C(COC2=O)N1 (centres undefined)
    -1.0	21.3	1.0	nt	-21.3	0.2	-4.7	1.4	-10.4	2.2
- CCC(Sc1nc(-c2ccccc2)cc(=O)[nH]1)C(=O)O (centres undefined)
    0.4	29.1	2.2	-1.5	-29.1	0.7	1.6	-1.3	-7.7	-1.9
- COc1ccc(N2CCCn3c2nc2c3c(=O)n(Cc3ccc(F)cc3)c(=O)n2C)c(OC)c1
    nt	-17.9	0.3	nt	17.9	-2.8	-5.8	nt	nt	-0.5
- OCC[C@H]1C[C@H](O)[C@@H](O)[C@]2(Cc3ccccc3CO2)O1
    0.4	41.8	2.0	-0.1	-41.8	1.0	0.2	2.9	4.3	-4.0
- CCCCOc1ccccc1NC(=O)CC1SC(=NCC)N(CC)C1=O (centres undefined)
    -1.2	-83.6	1.4	nt	83.6*	-1.2	2.4	-1.0	-5.5	-1.6
- Cc1cccc(C)c1NC(=O)CN(C)C(=O)c1ccccc1OCc1ccc(F)cc1
    -0.2	-50.8	1.2	-1.8	50.8	0.3	-21.0	2.5	-1.6	0.8
- COc1ccc(S(=O)(=O)NCc2nc3nc(C)cc(C)n3n2)cc1OC
    0.3	25.1	3.8	-0.9	-25.1	0.0	-5.7	0.5	3.2	nt
- COc1ccccc1CN(C)CC(=O)Nc1ccccc1-c1ccccc1
    -0.9	8.3	2.8	-1.8	-8.3	-0.8	8.5	3.5	-3.2	5.7
- COc1ccc(NC(=O)CCN2C(=O)C3CC=C(Cl)CC3C2=O)cc1 (centres undefined)
    1.8	13.7	2.2	nt	-13.7	0.4	1.3	-0.2	-2.1	2.3
- CCCn1c(C)cc(C(=O)COc2ncnc3sccc23)c1C
    1.2	-1.7	1.1	22.8	1.7	-1.8	1.3	0.7	62.2	nt
- COc1ccc(NC(=O)C2CCN(S(=O)(=O)c3ccc4c(c3)NC(=O)CO4)CC2)cc1
    -1.7	9.2	-0.5	1.8	-9.2	-1.9	-5.4	2.0	-1.3	-3.7
- CCOC(=O)C1=C(N)OC2=C(C(=O)CC(C)(C)C2)C1c1ccc(C)s1 (centres undefined)
    -2.8	13.6	1.3	1.2	-13.6	-0.5	5.2	1.6	7.6	6.8
- Cc1ccc(C(=O)/C=C/c2c[nH]c3ccccc23)cc1
    2.2	-53.1	1.8	22.9	53.1	-0.1	5.5	2.6	64.1	-0.3
- COCCN(CC(=O)NCC1CCCO1)C(=O)CCC(=O)Nc1ccccn1 (centres undefined)
    -1.3	23.2	2.4	-0.5	-23.1	-3.4	-1.2	2.8	-2.3	-3.5
- O=S(=O)(c1cccc(-c2nc3ccccc3s2)c1)N1CCOCC1
    -3.6	-18.9	2.3	nt	18.9	-3.0	-2.0	4.0	nt	-0.8
- O=C(NC(=S)Nc1ccc(S(=O)(=O)Nc2nccs2)cc1)c1cccnc1
    3.9	15.3	4.8	-2.2	-15.3	0.0	-4.7	6.3	10.8	-1.3
- COc1cccc(N2CCN(S(=O)(=O)c3cccc4cccnc34)CC2)c1
    2.1	0.5	4.4	-7.9	-0.5	-0.5	2.9	2.1	-4.7	3.9
- CN1CCN(c2ccc([N+](=O)[O-])cc2NC(=O)c2ccccc2)CC1
    0.5	-26.5	3.0	nt	26.5	-2.1	-0.9	0.4	0.4	-0.7
- CCOc1ccc(CN(C(=O)c2cc(=O)c3cc(C)cc(C)c3o2)C2CCS(=O)(=O)C2)cc1 (centres undefined)
    -1.9	-4.7	-1.0	0.0	4.7	-2.8	5.2	2.2	4.8	-3.0
- Cc1ccc2nc3c(c(N)c2c1)CCN3c1ccccc1
    0.0	-21.7	2.8	nt	21.7	-1.8	-6.6	1.0	36.2	-1.2
- O=S(=O)(NCc1ccc2c(c1)OCO2)c1ccc(F)cc1
    2.5	-6.5	3.6	-0.6	6.5	-1.6	5.0	1.5	-5.8	nt
- COc1ccc(NC(=O)c2ccc(NC(=O)c3nc4nc(C)cc(C)n4n3)cc2)cc1
    nt	-44.7	-0.1	4.6	44.7	-2.8	5.4	nt	9.3	-3.1
- CCc1ccccc1NC(=O)c1cnn(-c2ccccc2)c1C
    -1.0	-11.2	4.0	1.9	11.2	nt	-0.7	2.7	38.9	75.3*
- COc1ccccc1OCC(=O)Sc1ccc(C)cc1
    0.9	5.3	2.1	-0.3	-5.3	-0.6	-0.4	0.2	-6.2	-3.3
- CCCC1=NN(C(=O)Cc2ccc(OC)cc2)C(O)(C(F)(F)F)C1 (centres undefined)
    3.9	-22.0	1.0	-1.2	22.0	-0.9	7.5	0.5	8.0	-4.5
- O=C(O)CCCN1C(=O)C2C3CCC(O3)C2C1=O (centres undefined)
    0.4	-21.4	2.4	nt	21.4	-0.7	-11.1	1.3	-13.6	-2.3
- COc1ccc(CCC(=O)NC2CCCCC2)cc1
    -0.4	3.4	2.4	0.2	-3.4	-3.2	-0.5	-0.7	3.2	-2.9
- O=C(NC1CCS(=O)(=O)C1)Oc1ccc(Cl)cc1 (centres undefined)
    -0.9	4.5	0.9	-2.8	-4.5	-0.7	-5.6	-0.2	-13.5	-1.5
- CC1=C(C(=O)OC2CCCC2)C(c2coc3ccc(C)cc3c2=O)C2=C(CCCC2=O)N1 (centres undefined)
    3.1	24.3	3.8	-0.7	-24.3	-0.9	0.7	0.3	-16.6	nt
- COCCN1C(=O)C(=O)/C(=C(/O)c2ccc(S(=O)(=O)N3CCOCC3)cc2)C1c1cccc([N+](=O)[O-])c1 (centres undefined)
    -0.9	28.5	nt	nt	-28.5	-2.7	-1.3	-0.8	1.8	4.9
- CSc1nc2c(c(-c3ccc(O)cc3)c1C#N)CCC2
    -1.3	-12.4	2.0	nt	12.4	nt	-12.4	4.1	-4.9	0.2
- COc1cc(CCC(=O)N2CCN(c3ccccc3Cl)CC2)cc(OC)c1OC
    nt	-34.1	2.1	0.4	34.1	-0.2	-7.7	nt	-4.5	6.9
- Cn1c(=O)c2ncn(CC(=O)NCCOc3ccccc3)c2n(C)c1=O
    -1.7	2.2	0.6	-3.2	-2.2	-1.5	-3.4	1.8	nt	0.8
- Cc1ccoc1C(=O)N1CCCC(CCC(=O)N2CCN(c3ccccn3)CC2)C1 (centres undefined)
    -2.4	-5.3	3.1	-4.0	5.3	0.5	2.1	0.0	2.1	5.2

Arranged by SMILES length (high to low): part of the list above.
Every second line gives: Ecoli viability	SR-BI DiI-HDL act	phage Ecoli inh	Wnt act	SR-BI DiI inh	CAL PDZ FP-1	Tat export inh	AddAB inh	MITF TRPM1 HTS	CAL PDZ FP-2
- O=C(O)CCCN1C(=O)C2C3CCC(O3)C2C1=O (centres undefined)
    0.4	-21.4	2.4	nt	21.4	-0.7	-11.1	1.3	-13.6	-2.3
- COc1ccccc1OCC(=O)Sc1ccc(C)cc1
    0.9	5.3	2.1	-0.3	-5.3	-0.6	-0.4	0.2	-6.2	-3.3
- COc1ccc(CCC(=O)NC2CCCCC2)cc1
    -0.4	3.4	2.4	0.2	-3.4	-3.2	-0.5	-0.7	3.2	-2.9
